Source: PubChem
GPR151 ag = activators of human GPR151, primary screen, cell-based, PathHunter beta-arrestin, luminescence; G-protein coupled receptor 151 (Homo sapiens), Q8TDV0; PathHunter beta-arrestin GPR151 cells; activation, % at 11.2 µM; 1% of 650,000 active; AID 1508602, 2020; in the data active = activation above about 4.9%;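 also: 0% = median of compound wells and 100% = cells with positive control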
Target sequence (Q8TDV0 whole entry, looked up): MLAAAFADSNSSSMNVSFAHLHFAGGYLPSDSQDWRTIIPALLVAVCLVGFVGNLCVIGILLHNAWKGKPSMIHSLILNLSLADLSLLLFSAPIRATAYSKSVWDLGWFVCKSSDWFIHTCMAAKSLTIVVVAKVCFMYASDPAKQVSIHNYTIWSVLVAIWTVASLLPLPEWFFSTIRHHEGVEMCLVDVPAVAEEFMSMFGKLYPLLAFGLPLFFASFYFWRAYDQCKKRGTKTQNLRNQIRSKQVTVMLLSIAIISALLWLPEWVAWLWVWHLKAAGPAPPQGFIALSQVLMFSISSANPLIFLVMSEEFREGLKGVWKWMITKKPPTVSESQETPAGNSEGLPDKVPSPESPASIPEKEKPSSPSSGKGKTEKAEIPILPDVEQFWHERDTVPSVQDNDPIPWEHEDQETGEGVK
MITF primary = MITF inhibitors, primary screen, biochemical, AlphaScreen, human; AID 1259374, 2018; AlphaScreen MITF homodimerization, bead proximity signal; inhibition, % at 2.6 µM; 0.91% of 650,000 active; in the data active = inhibition above about 50%;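 also: 0% = vehicle wells with protein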
Target sequence (O75030 whole entry, looked up): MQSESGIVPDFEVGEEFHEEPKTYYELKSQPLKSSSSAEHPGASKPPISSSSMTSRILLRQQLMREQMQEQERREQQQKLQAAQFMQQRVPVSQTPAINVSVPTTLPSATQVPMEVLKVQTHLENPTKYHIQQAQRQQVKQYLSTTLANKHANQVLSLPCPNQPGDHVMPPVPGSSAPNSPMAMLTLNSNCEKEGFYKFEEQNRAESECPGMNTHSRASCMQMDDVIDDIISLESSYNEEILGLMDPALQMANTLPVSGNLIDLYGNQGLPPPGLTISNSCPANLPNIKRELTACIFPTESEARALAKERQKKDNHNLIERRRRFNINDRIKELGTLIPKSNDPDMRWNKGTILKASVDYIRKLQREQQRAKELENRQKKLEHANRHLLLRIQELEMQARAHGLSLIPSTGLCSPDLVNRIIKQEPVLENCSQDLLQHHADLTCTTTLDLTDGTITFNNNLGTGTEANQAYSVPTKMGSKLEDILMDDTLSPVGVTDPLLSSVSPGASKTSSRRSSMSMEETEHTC
FBW7 act = FBW7 E3 ligase activators, primary screen, biochemical, AlphaScreen, human | F-box/WD repeat-containing protein 7 (Homo sapiens), Q969H0 | AlphaScreen FBW7–phospho-cyclin E peptide binding, activator screen | normalized activity (activation), % at 26.1 µM | 0.13% of 650,000 active | AID 1259310, 2017; in the data active = normalized activity above about 1.9%;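 also: purified mutant Fbw7 with reduced substrate affinity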
TEAD-YAP inh = TEAD-YAP interaction inhibition, primary screen, TEAD-YAP interaction inhibitor project, luminescence, HEK-TIYL cells | TEAD-Gal4/YAP UAS-luciferase luminescence | inhibition, % at 9.12 µM | 1.4% of 640,000 active | AID 1259422, 2018; in the data active = inhibition above about 32%;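 also: 0% = median of test compound wells and 100% = reference inhibitor wells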
* = called active by the depositor; nt = no result given; & = joins results of further samples.

entry	compound	GPR151 ag	MITF primary	FBW7 act	TEAD-YAP inh
1	COc1ccc(C)cc1S(=O)(=O)Nc1ccccc1Cl	-1.1	1	0.0	5
2	O=C(O)c1ccccc1-c1ccccc1[N+](=O)[O-]	1.0	11	0.0	4
3	CCOC(=O)c1ccc(NC(=O)Cc2nc(-c3ccc(OC)cc3)no2)cc1	-0.9	3	0.0	1
4	OC(CNC1CCCC1)COCc1ccccc1Cl (centres undefined)	0.3	26	-0.1	5
5	O=S(=O)(Nc1cc(Br)c(O)c(Br)c1)c1ccccc1	1.7	17	0.1	3
6	CC(CN1CCCC1)OC(=O)c1ccc(Cl)cc1Cl (centres undefined)	0.1	2	-0.1	5
7	O=C(Nc1ccccc1C(F)(F)F)NC1CCCCC1	-0.9	17	0.1	0
8	CCc1ccccc1N(C(=O)c1ccc(Br)cc1)C1C=CS(=O)(=O)C1 (centres undefined)	1.8	1	0.2	-1
9	CN(C)CCCN1C(=O)CSC1c1cccc(Cl)c1 (centres undefined)	-1.0	-4	-0.1	1
10	CCCNC(=S)Nc1cc(OC)cc(OC)c1	0.9	8	0.2	-6
11	CC/C=C\C/C=C\C/C=C\C/C=C\CCCCC(=O)OCC	1.6	0	nt	nt
12	C=CCn1c(SCC(=O)c2cccs2)nc2sc(C)c(C)c2c1=O	-0.7	-9	0.0	-13
13	CCCNc1nc(Nc2ccc3ncccc3c2)nc2c1ncn2C(C)C	-0.6	2	0.0	-9
14	CCOc1ccc(-c2cn(-c3ccc(C)cc3)c(SCC(=O)Nc3cccc(C)c3C)n2)cc1	2.0	12	0.3	-13
15	CCN(C(=O)COc1ccccc1C(N)=O)c1ccccc1	-0.5	-3	-0.1	-4
16	Cc1sc(NC(=O)c2c(F)cccc2F)c(C(N)=O)c1C	1.2	2	0.0	-22
17	O=C(Nc1ccc(F)cc1F)c1cc2nc3c(c(C(F)(F)F)n2n1)CCc1ccccc1-3	-1.1	-3	0.1	0
18	C=CCOC(=O)C1=C(C)NC(C)=C(C(=O)OCC=C)C1c1ccco1	-0.5	12	0.0	17
19	Cn1cc(CNC(=O)c2cccc(OC3CCN(C(=O)C4CC4)CC3)c2)cn1	0.6	0	-0.1	0
20	CCOC(=O)c1c(NC(=O)c2ccc(S(=O)(=O)N(C)C)cc2)sc2c1CC(C)(C)NC2(C)C	-0.2	-11	0.1	-3
21	CCc1c(C)nc(-n2nc(C3CC3)cc2NC(=O)CCC2CCCC2)[nH]c1=O	-0.9	-2	-0.1	2
22	O=C(C1CCCN(c2ccccn2)C1)N1CCC[C@@H]2CN(Cc3cccs3)CC[C@H]21 (some centres undefined)	-0.1	6	0.2	2
23	CCOC(=O)c1ccc(CN(Cc2ccc(C)cc2)S(=O)(=O)c2ccc(F)cc2)cc1	-1.4	5	0.0	-11
24	CN(C)c1ccc(-c2[nH]c(=S)[nH]c(=O)c2C#N)cc1	-1.7	-7	-0.2	10
25	O=C(Nc1ccc2ccccc2c1)C1CCCCC1	0.0	-1	0.1	-92
26	O=C(CN(c1ccccc1F)S(=O)(=O)c1ccccc1)Nc1cccnc1	-1.0	5	0.1	2
27	Cc1cc(C)c2cc3c(N)c(C(=O)N4CCOCC4)sc3nc2c1	0.3	6	-0.1	-2
28	COC(=O)c1ccc(N2N=C(C)/C(=C/c3ccc(-c4ccc(S(N)(=O)=O)cc4)o3)C2=O)cc1	-0.4	-2	0.5	14
29	CCN1CCN(CCOCCOc2ccc(I)cc2)CC1	0.6	81*	0.6	9
30	NS(=O)(=O)c1ccc(CCNC2CC(=O)N(c3cccc(F)c3)C2=O)cc1 (centres undefined)	0.0	7	0.0	3
31	Cc1ccc(C(=O)Nc2ccc(Br)cc2)cc1C	2.1	0	0.0	-77
32	CC(=O)Nc1ccc(C(=O)OC2CCCCC2=O)cc1 (centres undefined)	0.7	-1	0.1	4
33	CC(C)Oc1ccc2c(=O)c(Oc3ccccc3)coc2c1	0.6	4	0.3	-12
34	CN(C)S(=O)(=O)N1CCC(Oc2cccc(C(=O)NC3CCCCCC3)c2)CC1	-0.5	17	0.0	44*
35	COc1cccc(OCC(=O)O/N=C(\N)c2ccccn2)c1	-3.5	15	0.4	-33
36	Cc1ccccc1NC1c2ccccc2C(=O)N1c1cccnc1 (centres undefined)	2.5	-2	-0.1	0
37	Cc1cc(C)c(OCC(=O)N/N=C/c2ccco2)c(C)c1	-0.1	15	0.0	6
38	CC(C)OCCCNC(=O)CSCc1ccc(Br)cc1	1.4	-2	-0.2	-4
39	Cc1ccc(-n2c(=S)sc3c(=O)n(-c4ccccc4F)c(SCC#N)nc32)cc1C	1.6	-8	-0.1	-9
40	CCN(C)Cc1c(C(=O)N2CCc3ccccc3C2)nc2ccc(Cl)cn12	-1.6	6	0.0	10
41	COc1ccc(-c2cnnc(N/N=C/c3ccc(OC)cc3OC)n2)cc1	1.6	4	-0.2	-7
42	O=C(CSc1nnc(-c2ccco2)o1)c1cccc2ccccc12	-0.8	10	-0.1	-7
43	COc1ccc(NC(=O)C2=C(C)NC(=S)NC2c2cccs2)c(OC)c1 (centres undefined)	-0.9	1	0.1	-10
44	O=C(CSc1nc2ccccc2c(=O)n1CCCCCC(=O)N1CCOCC1)c1ccccc1	-1.6	6	0.1	7
45	Oc1ccccc1C(=S)N1CCCC1	1.1	4	-0.1	13
46	CCOc1ccc(N(CC(=O)NCCC(C)C)C(=O)c2snc(C(N)=O)c2N)cc1	-1.1	7	0.1	-1
47	COc1cc(CN2CCc3nncn3CC2)cc(OC)c1O	3.5	-4	-0.2	-5
48	COc1ccccc1C(=O)N(c1ccc(C)cc1)S(=O)(=O)c1ccc(C)cc1	-0.2	3	0.6	17
49	CN(Cc1ccccc1)C(=O)/C=C/c1ccc([N+](=O)[O-])cc1	-0.1	-15	-0.2	-11
50	Cc1cc(C(=O)NCc2ccc(C(=O)O)cc2)no1	1.4	11	-0.1	4

Continuation.
entry	compound	GPR151 ag	MITF primary	FBW7 act	TEAD-YAP inh
51	CCOc1ccc(N2C(=O)N(c3ccccc3)C3CS(=O)(=O)CC32)cc1 (centres undefined)	0.2	5	-0.1	2
52	Cc1nn(-c2ccccc2)c(C)c1/C=N/NC(=O)c1ccccn1	-1.7	5	-0.2	-55
53	O=C(Nc1ccc2oc(-c3ccc(Br)cc3)nc2c1)c1cc(I)ccc1Cl	-2.2	12	0.0	-5
54	N#CCCN(CCC#N)c1scn[n+]1CC(=O)c1ccccc1	0.1	9	0.1	-2
55	CC(C)C(NC(=O)c1ccoc1)c1nnc2n1CCN(Cc1ccc(N(C)C)cc1)CC2 (centres undefined)	-1.0	2	0.0	0
56	COc1ccccc1C(=O)NCC(=O)Nc1ccc(F)c(F)c1F	-0.8	-2	0.1	6
57	NS(=O)(=O)c1ccc(NC(=O)c2ccc(-c3ccc(Cl)cc3)o2)cc1	0.9	3	0.2	0
58	O=S(=O)(Nc1ccc(N2CCC(NCCc3cnccn3)CC2)cc1)c1ccccc1	-1.4	-11	-0.2	2
59	CC(O)CNc1ncnc2ccc(Br)cc12 (centres undefined)	-0.8	10	-0.1	10
60	O=C1NC(=Nc2ccccc2Cl)S/C1=C\c1cccc([N+](=O)[O-])c1O	-0.3	14	-0.4	9
61	CC(=O)Nc1ccccc1C(=O)N1CCN(c2ccccc2)CC1	0.2	-1	-0.1	-6
62	Cn1c(=O)c2c(nc(NCC3CCCO3)n2C)n(C)c1=O (centres undefined)	1.1	5	-0.1	13
63	COc1ccccc1C(=O)OCCN(c1ccc(C)cc1)S(=O)(=O)c1ccc(NC2=NS(=O)(=O)c3ccccc32)cc1	-0.3	10	0.0	3
64	COc1ccc(C(=O)c2oc3cc(NC(=O)c4ccccc4F)ccc3c2C)cc1OC	-0.7	0	0.0	-3
65	CCOC(=O)c1c(N)c(C#N)nn1-c1ccccc1C(=O)OC	-0.3	-1	0.0	7
66	O=C(CSc1nc2ccccc2c(=O)n1-c1ccc(C(=O)N2CCOCC2)cc1)NCc1ccccc1Cl	-0.9	16	0.0	5
67	COc1cc(/C=c2\sc3nc4ccccc4n3c2=O)ccc1OCc1ccc(Cl)cc1Cl	0.2	-3	0.0	-8
68	CC(C)=CCN1CCN(Cc2cn(C)nc2-c2ccccc2)CC1CCO (centres undefined)	-0.7	8	0.1	-2
69	O=C(NCC1CCCN(C(=O)C2CCOCC2)C1)c1ccc(F)cc1 (centres undefined)	1.4	2	0.0	-4
70	CCc1ccc(-n2c(=S)sc3c(=O)n(-c4ccccc4)c(SCc4cc(=O)n5cc(Cl)ccc5n4)nc32)cc1	-0.7	-7	0.4	-10
71	Cc1cc(C)c(OCC(=O)Nc2cc(C(=O)O)cc(C(=O)O)c2)cc1C	0.5	-3	-0.1	1
72	CCOC(=O)c1ccsc1NC(=O)c1ccco1	-1.8	-26	0.1	-25
73	Cc1[nH]c(=O)[nH]c(=O)c1S(=O)(=O)Nc1ccc(F)cc1Cl	-1.5	-12	-0.1	3
74	CCOC(=O)c1c(N)sc(C(=O)NCc2ccccc2)c1C	-0.7	0	-0.2	-28
75	CCOC(=O)C1=C(C)Nc2ccccc2N=C1NC(=O)Cc1n[nH]c(=O)c2ccccc12	0.7	1	-0.1	-1

Down the list, as entered above.
Entries 11 to 14 in MITF primary: 0, -9, 2, 12

New compounds follow.
entry	compound	GPR151 ag	MITF primary	FBW7 act	TEAD-YAP inh
76	CC(=O)N1CCN=C1SCc1ccccc1F	-0.4	-5	-0.1	5
77	c1ccc(-c2cc(-c3ccccc3)n(-c3ccccc3)n2)cc1	-0.8	19	0.2	-7
78	COC(=O)c1cccc(-c2cc(Cl)c3c(c2)CC(CNC(=O)c2cc[n+]([O-])cc2)O3)c1 (centres undefined)	0.6	5	0.0	0
79	N#CCCN(CCC#N)C(=O)c1ccc2c(c1)OCO2	1.2	16	0.1	8
80	N#Cc1c(N)n(-c2ccc(Cl)cc2)c2nc3ccccc3nc12	2.2	0	0.1	-2
81	Cc1cnc(C(=O)NCCc2ccc(S(=O)(=O)NC(=O)NC3CCCCC3)cc2)cn1	1.6&1.2&-0.7	-8&-14&4	-0.1&-0.1&0.1	2
82	CCOC(=O)c1c(C)oc2ccc(OC(=O)c3ccc(Cl)cc3)cc12	-0.1	2	-0.2	-2
83	CC1=Nn2c(nc3sc(C)c(C)c3c2=O)SC1	-1.0	2	-0.2	-5
84	O=C(NCCO)C(O)(c1ccccc1)c1ccccc1	-0.2	-1	-0.2	-6
85	CCC1CN(Cc2cccn2-c2cccnc2)Cc2cc(OC)ccc2O1 (centres undefined)	3.9	-5	-0.1	-6
86	COC(=O)c1c[nH]n2c(NC3CCCC3)c(-c3cccc(OC)c3)nc12	0.1	6	0.0	3
87	CCOC(=O)C1=C(C)N=c2s/c(=C/c3ccc4c(c3)OCO4)c(=O)n2C1c1cccc2ccccc12 (centres undefined)	0.0	-1	0.0	0
88	Cc1ccc(-c2c(NC3CCN(Cc4ccccc4)CC3)c(=O)c2=O)cc1	-0.7	-2	-0.1	-6
89	COC(=O)c1ccc(NC(=O)/C(=C/c2cccc(Br)c2)NC(=O)c2ccco2)cc1	1.2	5	0.0	-10
90	CCCN(CCC)S(=O)(=O)c1ccc(C(=O)Nc2sc3c(c2C(N)=O)CCN(C(=O)OCC)C3)cc1	2.9	3	0.0	13
91	COc1ccc(C(C)=O)cc1CSc1nnc(Nc2ccccc2)s1	1.1	0	-0.1	14
92	CCCn1c(C)c(C)n2c3c(=O)n(CC)c(=O)n(C)c3nc12	-1.1	7	0.1	11

Some of the entries above in another layout:
21. CCc1c(C)nc(-n2nc(C3CC3)cc2NC(=O)CCC2CCCC2)[nH]c1=O
36. Cc1ccccc1NC1c2ccccc2C(=O)N1c1cccnc1 (centres undefined)
55. CC(C)C(NC(=O)c1ccoc1)c1nnc2n1CCN(Cc1ccc(N(C)C)cc1)CC2 (centres undefined)
47. COc1cc(CN2CCc3nncn3CC2)cc(OC)c1O
88. Cc1ccc(-c2c(NC3CCN(Cc4ccccc4)CC3)c(=O)c2=O)cc1

assay / entry	21	36	55	47	88
GPR151 ag	-0.9	2.5	-1.0	3.5	-0.7
MITF primary	-2	-2	2	-4	-2
FBW7 act	-0.1	-0.1	0.0	-0.2	-0.1
TEAD-YAP inh	2	0	0	-5	-6
